# CaV13 FRET inh: Disruptors of the CACNA1D IQ motif to Ca2+-dependent inactivation inhibitor domain association, primary screening, Förster resonance energy transfer in intact living … | inhibition, % at 12.3 µM | HEK cells, CFP/YFP FRET ICDI-IQ, plate reader, 10 min; percent FRET-ratio fall versus neutral wells | 340,000 tested, 0.098% active;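 active = mean replicate inhibition of at least 30% and at least 1% of replicates passing that level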;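 note: 0% = median of the neutral control wells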
# Cardio protect: myocardial damage modulation in H9c2 cells; H9c2 cardiomyocytes, H2O2 injury protection, ATPLite, 2 h; protection from H2O2 cell death, % at 20 µM; AID 588492; 360,000 tested, 0.63% active;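 active = compounds giving at least 50% protection of heart cells from peroxide-induced death in the single-dose screen, raw or plate-pattern-corrected value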;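 note: 0% = DMSO wells with peroxide and 100% = DMSO wells without peroxide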
# Vif inh: HIV Vif inhibition | 340,000 tested, 0.35% active | HEK293T cells, Vif self-association by quenched fluorescence, imaging, 24 h | AID 602346 | inhibition, % at 7.49 µM; in the data active = inhibition above about 50%, passing the limit was not always enough; note: some results filed as inactive read as strong as hits
# m5-HT2A agonist: mouse HTR2A agonism via beta-arrestin recruitment | CHO-K1 mHTR2A beta-arrestin complementation, luminescence; percent of 30 µM serotonin response | activation, % at 7.6 µM | P35363 | 360,000 tested, 0.66% active;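 active = activation above a run cutoff, the mean activation of all tested compounds plus 3 SD, cut at about 14% in these data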;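 note: 0% = plate median of compound wells and 100% = 30 µM serotonin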
# Target sequence (P35363 whole entry, looked up): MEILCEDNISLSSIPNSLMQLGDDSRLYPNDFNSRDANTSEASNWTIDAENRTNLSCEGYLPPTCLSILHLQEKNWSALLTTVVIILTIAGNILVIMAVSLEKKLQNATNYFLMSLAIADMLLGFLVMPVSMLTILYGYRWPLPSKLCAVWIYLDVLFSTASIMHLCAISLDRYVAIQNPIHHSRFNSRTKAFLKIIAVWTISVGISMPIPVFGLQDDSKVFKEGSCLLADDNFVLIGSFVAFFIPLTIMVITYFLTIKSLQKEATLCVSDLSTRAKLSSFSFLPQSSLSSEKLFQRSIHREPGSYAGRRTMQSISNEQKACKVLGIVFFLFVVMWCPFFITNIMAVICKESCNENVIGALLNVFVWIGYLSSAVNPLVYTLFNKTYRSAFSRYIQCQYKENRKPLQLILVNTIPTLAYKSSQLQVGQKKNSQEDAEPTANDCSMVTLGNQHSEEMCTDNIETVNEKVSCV
# PDI turbidity: inhibitors of human protein disulfide isomerase. PDI insulin aggregation turbidity, A650, 90 min. inhibition, % at 10 µM. AID 588391. P07237. 350,000 tested, 0.052% active;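 active = mean inhibition across replicates of 30% or more, whatever share of single replicates reach that level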;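 note: absorbance from insulin aggregation driven by PDI reduction with DTT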
# Target sequence (P07237 whole entry, looked up): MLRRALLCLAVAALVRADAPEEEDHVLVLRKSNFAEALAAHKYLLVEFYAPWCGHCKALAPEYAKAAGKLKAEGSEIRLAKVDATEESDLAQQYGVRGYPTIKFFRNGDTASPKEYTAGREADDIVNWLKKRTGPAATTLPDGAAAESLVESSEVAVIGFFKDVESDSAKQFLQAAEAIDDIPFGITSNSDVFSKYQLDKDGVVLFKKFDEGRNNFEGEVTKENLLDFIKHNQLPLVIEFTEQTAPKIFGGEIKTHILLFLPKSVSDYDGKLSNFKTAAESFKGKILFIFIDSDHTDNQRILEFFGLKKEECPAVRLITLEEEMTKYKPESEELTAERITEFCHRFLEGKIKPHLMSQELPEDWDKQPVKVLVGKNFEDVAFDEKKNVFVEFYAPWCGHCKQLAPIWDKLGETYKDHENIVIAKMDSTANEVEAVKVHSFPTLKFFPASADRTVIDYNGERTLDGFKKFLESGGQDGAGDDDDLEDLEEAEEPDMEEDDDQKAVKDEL
# ABCB6 inh 2: inhibitors of human ABC transporter ABCB6; AID 602162; K562-ABCB6 porphyrin accumulation, flow cytometry, 1 h; stronger effect = lower value; fluorescence ratio to DMSO, % at 10 µM; Q9NP58; 360,000 tested, 0.19% active;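 active = fluorescence ratio to DMSO below 75%, the collection mean minus 3 SD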;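 note: signal is porphyrin accumulated inside mitochondria; 100% equals median channel fluorescence of DMSO control wells; lower ratio means ABCB6 inhibition with less porphyrin fluorescence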
# Granule exo inh: lytic granule exocytosis inhibition. inhibition, % at 10 µM. 360,000 tested, 0.66% active. TALL-104 LAMP-1 surface exposure, flow cytometry; cells stimulated with thapsigargin and PMA;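 active = inhibition above about 55%, limit read from the data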
# iPSC survival up: increases survival of single human iPS cells; AID 602274; 360,000 tested, 0.044% active; hiPSC single-cell survival, ATPlite luminescence; 100% = ROCK inhibitor wells, 0% = DMSO; survival enhancement, % at 20 µM; in the data active = survival enhancement above about 18%;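 note: cells exposed to compounds for 16 hours before the ATP read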
# Glyco luc inh: N-linked glycosylation inhibition; D54 ERlucT glycosylation luciferase reporter, 24 h; percent of 100 nM tunicamycin response; reporter increase, % at 12.5 µM; 360,000 tested, 0.23% active; AID 588692;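 active = mean luciferase reporter signal, scaled so untreated is 0 and the glycosylation-blocking control 100, at or above a set limit in every replicate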;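 note: luciferase carries N-glycosylation sites so blocking glycosylation raises the light; 0% = median of neutral control wells and 100% = median of 100 nM tunicamycin wells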
# aDG glyco act: alpha-DG glycosylation activation | Pro5-aDG cells, alpha-DG glycosylation AlphaScreen (IIH6); 0% Pro5, 100% B10-LARGE cell signal | activation, % at 10 µM | 360,000 tested, 0.22% active | AID 624168;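 active = activation of at least 8% versus controls, or a plate z-score of at least 8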;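 note: Pro5 are CHO cells carrying HIG-tagged alpha-DG that lacks glycosylation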
# * hit, by the source's call; nt = no result given.
# Sample of the layout (4 entries):
SMILES,CaV13 FRET inh,Cardio protect,Vif inh,m5-HT2A agonist,PDI turbidity,ABCB6 inh 2,Granule exo inh,iPSC survival up,Glyco luc inh,aDG glyco act
CCN(CC)C(=O)c1sc2nc(Cc3ccccc3)[nH]c(=O)c2c1C,6,-6,11,3,-7,100,-2,-0.4,0,0.0
Cn1c(CC(=O)Nc2ccccc2)nnc1SCCOc1ccccc1,-5,-4,20,-1,-2,86,14,7.0,-4,-0.1
Cc1nn(CC(=O)NCc2ccccc2)c(=O)c2cccn12,-2,3,13,4,-2,103,-6,-0.1,0,0.0
CCCCCC(=O)c1ccc(O)cc1O,-3,1,-6,-3,4,99,0,0.4,-1,-0.3

# All compounds of this part, from the first entry:
SMILES,CaV13 FRET inh,Cardio protect,Vif inh,m5-HT2A agonist,PDI turbidity,ABCB6 inh 2,Granule exo inh,iPSC survival up,Glyco luc inh,aDG glyco act
CCN(CC)C(=O)c1sc2nc(Cc3ccccc3)[nH]c(=O)c2c1C,6,-6,11,3,-7,100,-2,-0.4,0,0.0
Cn1c(CC(=O)Nc2ccccc2)nnc1SCCOc1ccccc1,-5,-4,20,-1,-2,86,14,7.0,-4,-0.1
Cc1nn(CC(=O)NCc2ccccc2)c(=O)c2cccn12,-2,3,13,4,-2,103,-6,-0.1,0,0.0
CCCCCC(=O)c1ccc(O)cc1O,-3,1,-6,-3,4,99,0,0.4,-1,-0.3
CCOc1ccc(-n2c(SCC)nc3c(c2=O)SCC3)cc1,-6,9,nt,-1,-4,103,-2,4.4,nt,0.5
C/C(Cl)=C\Cn1c(N2CCCCCC2)nc2c1c(=O)n(C)c(=O)n2C,-1,4,3,-3,2,92,-3,-1.1,-3,0.0
Cc1ccc(CNC(=O)Cn2cnc(S(=O)(=O)N3CCCCC3)c2)o1,-13,-6,-4,-8,-8,100,-1,-0.5,1,-0.2
COC(=O)Nc1ccc(S(=O)(=O)N2CCC(C(=O)NCc3ccc4c(c3)OCO4)CC2)cc1,-6,0,11,-4,0,93,-4,-0.3,-1,-0.3
CSCCC(NC(=O)COc1ccccc1)C(=O)NC1CCC(C)CC1 (configuration not stated),-5,8,-6,8,-10,93,-4,0.3,0,-0.1
COc1ccc(-c2nc(SCC(=O)N(CC(C)C)c3c(N)n(Cc4ccccc4)c(=O)[nH]c3=O)n[nH]2)cc1,-7,-16,-1,3,-8,103,5,0.0,3,-0.4
Cc1noc(C)c1COc1ccccc1C(=O)NC(C)c1ccc(F)cc1 (configuration not stated),-6,1,1,6,3,102,-1,0.2,1,-0.4
O=C(Nc1cc(Cl)cc(Cl)c1)C(NCCO)c1ccccc1 (configuration not stated),-8,2,-1,-3,5,101,-1,0.5,3,0.1
CC1(C)CC(=O)C(C=Nc2cccnc2/N=C/C2=C(O)CC(C)(C)CC2=O)=C(O)C1,129*,18,3,-2,-7,106,4,3.0,0,0.4
C[C@]12c3[nH]c4cc(-c5ccco5)ccc4c3CCN1C(=O)[C@@H](CC(=O)NCCN1CCOCC1)C[C@@H]2C(=O)N1CCOCC1,-10,1,nt,1,1,100,2,0.3,1,-0.3
COc1cccc(NC(=O)CSc2ccccn2)c1,-5,2,7,-1,0,100,-1,5.2,-2,0.0
Cc1ccc(S(=O)(=O)N2CCOCC2)cc1NC(=O)CSc1nc2ccccc2c(=O)n1Cc1ccccc1,-3,12,-2,-1,0,106,-3,-0.9,-5,0.7
Cc1ccc(C(=O)O)cc1NC(=S)NC(=O)Cc1ccccc1,-4,0,nt,0,-4,119,2,-1.6,1,0.2
Cc1cccc(N2CCN(C(=O)c3ccccc3NC(=O)C3CC=CCC3C(=O)O)CC2)c1 (configuration not stated),-1,8,-18,-2,8,105,-1,-2.4,5,0.5
CCOC(=O)c1cnc(SC2CC(=O)N(c3cccc(OC)c3)C2=O)nc1N (configuration not stated),nt,12,7,5,-5,94,0,0.5,1,-0.1
CC(=O)c1sc2nc(-c3ccccc3)cc(C)c2c1N,-23,-3,-3,1,-17,94,1,1.3,-5,-0.2
COc1ccc(OC)c(-n2c(SCC(C)=O)nnc2-c2cccc(S(=O)(=O)N(C)C)c2)c1,-6,0,0,5,3,95,-1,-1.5,0,-0.5
Cc1cc(NC(=O)/C=C/c2ccccc2)c(C(C)C)cc1O,-4,-2,-3,3,6,91,1,-1.9,-1,-0.1
O=C1C(C=NCC2CCCO2)=C(O)c2ccccc21 (configuration not stated),-5,-2,21,0,-20,81,2,-3.3,-5,0.0
Cc1nonc1CC(=O)NC1CCCc2c1cnn2-c1ccc(F)cc1F (configuration not stated),-2,-1,-2,2,4,100,-2,-0.2,0,-0.1
CCN(C(=O)COC(=O)c1cccn1C)C1CCS(=O)(=O)C1 (configuration not stated),-5,10,-1,0,-2,91,-2,-0.5,0,0.0
# Continuation:
SMILES,CaV13 FRET inh,Cardio protect,Vif inh,m5-HT2A agonist,PDI turbidity,ABCB6 inh 2,Granule exo inh,iPSC survival up,Glyco luc inh,aDG glyco act
COc1ccc(/C=N/c2nc3ccccc3n2CCN2CCCCC2)cc1OC,-8,1,6,-2,-7,98,8,-2.3,-2,0.1
O=C(COC(=O)c1cc(=O)[nH]c2ccccc12)c1cccs1,-2,0,0,1,-6,94,4,-1.9,1,0.1
O=C(COC(=O)/C=C/c1ccccc1[N+](=O)[O-])NCC(F)(F)F,0,12,-7,6,-2,100,-4,-0.5,1,-0.4
O=C(COC(=O)Cc1ccc([N+](=O)[O-])cc1)NCc1ccc2c(c1)OCO2,-6,0,13,-3,-1,106,-3,2.8,2,-0.1
Cc1nc2cc(NCc3ccccc3O)ccc2n1Cc1ccccc1,-5,-10,-1,3,4,97,-2,-1.9,-3,0.9
Cc1ccc(OCC(=O)OCC(=O)Nc2ccc3c(c2)OCO3)cc1C,-7,-3,-2,9,6,94,3,-2.3,-1,0.1
CC1(C)Cc2cccc(Oc3cc(NN4CCCCC4)c([N+](=O)[O-])cc3[N+](=O)[O-])c2O1,-5,-7,4,4,1,95,-8,0.0,-10,-0.7
COc1cccc(NC(=O)CN(C)C(=O)c2cccnc2Sc2ccc(C)c(C)c2)c1,-2,8,-4,-3,11,104,0,-0.3,0,0.2
Cc1ccc2c(c1)N(Cc1ccccn1)C(=O)C(C)O2 (configuration not stated),-8,5,-3,-2,-4,98,7,-1.1,-1,0.4
Cc1cccnc1NC(=O)Nc1ccc(Cl)cc1,-2,0,0,4,-9,94,-15,-0.3,1,1.0
COc1ccc(NC(=O)C2CCCN(C(=O)c3ccc(Cl)cc3)C2)cc1S(=O)(=O)N(C)C (configuration not stated),-5,-9,-2,9,-2,93,-2,0.2,0,0.0
CN(CCc1ccccn1)C(=O)CCC1CCCN(C(=O)CN2CCCCCC2)C1 (configuration not stated),-6,7,-2,2,1,97,0,-0.9,2,0.2
COCCCNC(=O)C(=O)NCC(c1ccco1)N1CCN(c2ccc(OC)cc2)CC1 (configuration not stated),-3,2,-1,6,0,98,-9,-0.7,-2,0.1
COc1cc(/C=N/NC(=O)c2ccc(CN3c4cccc5cccc(c45)S3(=O)=O)cc2)cc(OC)c1O,10,4,-5,0,-15,93,0,-0.3,-4,0.1
O=C(O)CC1NC(=O)N(C2CCCCC2)C1=O (configuration not stated),-6,-1,1,0,7,107,0,3.3,3,0.2
Cc1ccc(NC(=S)NCc2cccs2)cc1,-2,-7,8,-4,0,97,6,-1.5,1,0.0
CCN(Cc1ccccc1)C(=O)c1cccc(S(=O)(=O)N2CCN(Cc3ccccc3)CC2)c1,-7,-16,2,-9,2,93,2,-0.4,-3,0.5
CC(C)CNC(=O)c1cccc(NC(=O)c2ccco2)c1,-9,1,1,2,-1,98,-4,-0.5,2,-0.1
O=C(CSc1nc2ccccc2[nH]1)NCc1ccco1,-6,1,nt,4,-1,98,8,-0.9,0,-0.3
CCc1nnc(NC(=O)C2COc3ccccc3O2)s1 (configuration not stated),nt,6,-1,1,3,99,-1,-0.7,-6,0.3
O=C(CCc1nnc(C2CCCCC2)o1)N1CCN(C2CCCCC2)CC1,-4,-5,-9,1,1,103,-2,0.9,-3,-0.3
CCC(Cc1ccccc1)NS(=O)(=O)c1c(C)nc2sccn2c1=O (configuration not stated),9,3,-3,-2,nt,100,-5,2.2,2,0.0
Cc1ccc(S(=O)(=O)N(CC(=O)NCc2ccncc2)Cc2ccc(F)cc2)cc1,-3,-2,0,1,-7,97,-2,0.0,1,0.0
COc1cc(C(=O)NNC(=O)Nc2ccc([N+](=O)[O-])cc2)cc(OC)c1OC,9,-11,19,4,2,97,-2,-0.1,2,0.7
O=C(NCc1ccc(F)cc1)N1CCc2ccccc2C1,-7,-4,11,3,-4,103,5,-0.4,1,0.1
# Going on with the list.
SMILES,CaV13 FRET inh,Cardio protect,Vif inh,m5-HT2A agonist,PDI turbidity,ABCB6 inh 2,Granule exo inh,iPSC survival up,Glyco luc inh,aDG glyco act
Cc1ccc(S(=O)(=O)N2CCOCC2)cc1NC(=O)Cn1nc(C)c([N+](=O)[O-])c1C,-5,-2,7,1,2,98,1,-0.4,0,-0.1
COc1ccccc1NC(=O)c1c(NC(=O)CCC(=O)O)sc2c1CCCCC2,-14,-13,3,0,-5,80,-1,0.9,2,-0.2
Cc1cc(C)c(C(N)=O)c(Nc2cccc(Cl)c2)n1,-10,-10,7,-3,6,99,1,0.0,0,-0.2
CC1CCN(C(=O)CSc2nnc(CNC(=O)c3ccc(S(=O)(=O)N(C)C)cc3)o2)CC1,-6,-9,-5,-2,-22,101,0,0.8,1,-0.4
Cc1ccc(CN2CCN(/N=C/C=C/c3ccccc3[N+](=O)[O-])CC2)cc1,-10,-4,-4,-4,1,95,0,2.6,0,-0.8
COc1ccc(-c2cc(CN3C(=O)c4ccccc4C3=O)on2)cc1,-9,-3,nt,3,6,99,4,-2.0,2,-0.2
CCOC(=O)C1CCCN(C(=O)c2ccc(C(=O)c3ccccc3)cc2)C1 (configuration not stated),-2,1,-2,-7,3,94,-10,-3.4,1,-0.1
CC(C(=O)N(C)C1CCS(=O)(=O)C1)N1C(=O)/C(=C/c2cccs2)SC1=S (configuration not stated),-7,-6,0,-3,-1,97,0,-0.5,0,0.1
COc1ccc(NC(=O)c2nc[nH]c2C(=O)N(C)CCO)cc1,-5,-5,16,-3,5,110,5,0.8,0,-0.2
COC(=O)CCCC(=O)NCC1(N(C)Cc2ccccc2)Cc2ccccc2C1,-3,0,-4,-3,2,103,7,0.0,1,0.0
CC1CCC(NC(=O)c2ccc3c(c2)S(=O)(=O)c2ccccc2C3=O)CC1 (configuration not stated),-7,15,11,-6,-4,97,-4,-2.2,2,0.6
Fc1cccc(CN2CCN(Cc3nc(CCc4ccccc4)no3)CC2)c1,-3,-2,0,-3,6,96,-2,-0.6,2,-0.1
Cc1ccc2c(c1)C(=O)C(=O)N2CC(=O)Nc1ccc(N2CCOCC2)cc1,-7,-4,8,-3,-2,101,20,-0.1,5,-0.1
CCOC(=O)c1c(NC(=O)c2ccc(S(=O)(=O)N3CCOCC3)cc2)sc2c1CCN(C(C)C)C2,-2,5,2,3,3,92,19,1.5,-1,-0.1
O=S(=O)(O)c1nc2ccccc2n1Cc1ccccc1,-6,10,9,2,-1,96,5,0.1,2,-0.3
N#CC1=C(N)N(c2ccc(Oc3ccccc3)cc2)C(=O)C1,nt,6,6,0,-5,99,-3,6.0,0,-0.2
C=CCn1cc(/C=N/NC(=O)COc2cccc3cccnc23)c2ccccc21,-12,7,0,-3,1,105,-1,4.1,1,-0.1
CCCCOc1ccc2c(C)cc(=O)oc2c1OCCCC,-5,-13,-14,-2,-2,91,13,-3.5,-2,0.2

# From PubChem BioAssay
